# Assay outcomes (PubChem)
# tim10-1 inh – growth inhibitors of tim10-1 mutant yeast, primary screen, luminescence, uHTS; inhibition, % at 20 µM; S. cerevisiae tim10-1 ts strain growth, BacTiter-Glo, 24 h; 330,000 tested, 2.2% active;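 active = inhibition of at least 40%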;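 note: mutant grown at 25 °C; 0% = DMSO wells with yeast and 100% = wells holding no yeast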
# tim23-1 inh – growth inhibitors of tim23-1 mutant yeast, primary screen, luminescence, uHTS | S. cerevisiae tim23-1 growth, BacTiter-Glo luminescence, 24 h | inhibition, % at 20 µM | 330,000 tested, 1.3% active | AID 463212, 2010;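 active = growth inhibition of the mutant yeast at or above 50%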;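 note: temperature-sensitive mutant grown at 25 °C; plate controls were DMSO-treated mutant yeast for no effect and medium wells lacking yeast for full effect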
# TIM10 inh – growth inhibitors of isogenic TIM10 control yeast, primary screen, counter-screen for tim10-1 yeast inhibitor project, luminescence, uHTS. S. cerevisiae TIM10 strain growth, BacTiter-Glo luminescence, 24 h. inhibition, % at 10 µM. 330,000 tested, 1.4% active. AID 463195, 2010;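 active = inhibition of 40% or more at the single tested concentration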;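 note: wild-type TIM10 isogenic control strain grown at permissive 25 °C; 0% = DMSO yeast wells and 100% = minimal medium wells without yeast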
# NLRP3 yeast inh – NALP3 inflammasome inhibitors in reconstituted yeast, primary screen, luminescence, uHTS; Yeast reconstituted NLRP3/ASC/caspase-1, beta-gal luminescence, 24 h; inhibition, % at 10 µM; 330,000 tested, 0.39% active;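 active = inhibition of 50% or more; inactive = inhibition below 50%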;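 note: plate controls were induced DMSO wells for no effect and uninduced yeast grown without galactose for full effect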
# XBP1 UPR activ – activators of adaptive XBP1 UPR arm, primary screen, cell-based, CHO-XBP1 luciferase reporter, luminescence, uHTS. IRE1-XBP1 UPR activation; percent of tunicamycin response, DMSO as zero. 330,000 tested, 0.33% active. AID 463104, 2010. activation, % at 20 µM;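 active = versus positive control, 20 µM dose yields 30% or more activation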;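 note: 100% = tunicamycin at 10 µg/mL and 0% = DMSO only wells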
#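 Material – CHO cell line with stable XBP1 luciferase reporter · Buffer or medium – F12 plus 10% FBS · Compound – single point, 20 µM final compound, 1% DMSO · Schedule – 16-18 h cell attachment at 37 °C, then 6 h compound exposure · Signal – Steady-Glo luminescence read · Benchmarks – high control tunicamycin 10 µg/mL final, low control DMSO vehicle only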
# GRIN3A LBD mod – binders of NR3A ligand-binding domain, primary screen, biophysical, differential scanning fluorimetry, uHTS. NR3A LBD differential scanning fluorimetry, Tm shift; 0% = protein alone, 100% = glycine-bound protein. Tm shift relative to glycine control, % at 25 µM. 340,000 tested, 2.5% active. AID 1259313, 2017;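 active = melting temperature shift of at least 10% of the positive control shift, at one fixed dose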
# Mdm2-MdmX inh – inhibitors of human Mdm2-MdmX association, primary screen, cell-based, luminescence, split luciferase, SaOS-2, uHTS; Protein Mdm4 (Homo sapiens) + E3 ubiquitin-protein ligase Mdm2 (Homo sapiens), …; SaOS-2 split-luciferase Mdm2/MdmX complementation; inhibition, % at 8 µM; 330,000 tested, 3% active; AID 485346, 2010;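 active = inhibition of at least 50% at 8 µM in the primary screen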
# Target sequence (O15151 whole entry, looked up): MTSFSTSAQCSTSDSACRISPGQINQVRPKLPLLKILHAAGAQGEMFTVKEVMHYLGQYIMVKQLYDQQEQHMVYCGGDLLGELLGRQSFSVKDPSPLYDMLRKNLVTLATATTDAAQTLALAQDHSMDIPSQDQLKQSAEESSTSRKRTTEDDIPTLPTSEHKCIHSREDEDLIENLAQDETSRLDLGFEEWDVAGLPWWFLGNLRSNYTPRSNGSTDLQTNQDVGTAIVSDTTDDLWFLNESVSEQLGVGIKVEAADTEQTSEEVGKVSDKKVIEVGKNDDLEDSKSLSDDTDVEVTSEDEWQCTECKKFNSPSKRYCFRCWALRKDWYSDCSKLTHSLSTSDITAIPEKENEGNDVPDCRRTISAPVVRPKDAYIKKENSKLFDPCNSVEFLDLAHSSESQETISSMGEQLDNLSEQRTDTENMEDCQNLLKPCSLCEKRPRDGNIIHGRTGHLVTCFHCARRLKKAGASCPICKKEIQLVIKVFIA
# Target sequence (Q00987 whole entry, looked up): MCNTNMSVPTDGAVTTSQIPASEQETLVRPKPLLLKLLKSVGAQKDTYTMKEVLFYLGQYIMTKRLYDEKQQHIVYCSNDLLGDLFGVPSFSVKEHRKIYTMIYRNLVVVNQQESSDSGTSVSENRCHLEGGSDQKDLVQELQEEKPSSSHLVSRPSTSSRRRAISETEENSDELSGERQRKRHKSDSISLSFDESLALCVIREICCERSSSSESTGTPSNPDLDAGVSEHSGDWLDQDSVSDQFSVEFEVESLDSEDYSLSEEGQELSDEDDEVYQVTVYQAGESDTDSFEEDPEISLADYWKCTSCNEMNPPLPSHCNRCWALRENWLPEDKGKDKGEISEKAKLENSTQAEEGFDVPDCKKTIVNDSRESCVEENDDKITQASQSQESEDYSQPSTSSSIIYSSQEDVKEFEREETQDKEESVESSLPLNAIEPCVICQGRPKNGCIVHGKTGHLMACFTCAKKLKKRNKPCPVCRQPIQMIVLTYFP
# CHOP UPR activ – activators of apoptotic CHOP UPR arm, primary screen, cell-based, CHO-CHOP luciferase reporter, luminescence, uHTS; AID 449763, 2010; 330,000 tested, 0.34% active; UPR activation; percent of tunicamycin response over DMSO baseline; activation, % at 10 µM;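 active = at 10 µM dose, activation of 40% or more, normalized to positive control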;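 note: 100% = tunicamycin at 10 µg/mL and 0% = DMSO alone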
#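 Material: CHO-CHOP cells, stable luciferase reporter of PERK-eIF2a-CHOP signalling; quantity: 500 reporter cells seeded per well; buffer or medium: F12 medium containing 10% fetal bovine serum; compound: one dose, 10 µM in 0.5% DMSO; incubation: 6 h compound treatment, 37 °C; measured by: Steady-Glo luciferase luminescence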
# APJ ag – agonists of human apelin receptor APJ, primary screen, CHO-K1 cells, PathHunter beta-arrestin, luminescence. P35414. 0% DMSO wells, 100% apelin. activation, % at 20 µM. 330,000 tested, 0.11% active. AID 2520, 2010;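 active = activation more than six SD over the plate average, tested at 20 µM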;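 note: 0% = DMSO alone and 100% = apelin-13 at 10 nM; some results filed as inactive read as strong as hits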
#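 Material: CHO-K1 APJ beta-arrestin complementation cell line; Input: cell density 1000 per well; Incubation: compound stimulation 90 min at 25 °C, detection 60 min; Signal: luminescence from split beta-galactosidase complementation, Galacton Star/Emerald II substrate; Controls: DMSO-only wells as negative, 10 nM Apelin-13 as positive control.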
# * marks the source's active call; other numbers are inactive results; · = no result given.
1) CN(C)c1cccc(C(=O)N(Cc2ccccc2)Cc2ccccc2)c1
2) Cc1cc(Cl)ccc1OCCCC(=O)OCC(N)=O
3) COc1ccc(CC(=O)NC(C)c2nnc(SCC(=O)c3ccc(Br)cc3)n2C)cc1 (stereo unspecified)
4) Cc1cccc(OCC(=O)Nc2ccc(CN3CCOCC3)cc2)c1C
5) CCOC(=O)C1CCCN(Cc2ccc(OCc3ccccc3)cc2)C1 (stereo unspecified)
6) CCOC(=O)c1ccc(NC(=O)CSc2nnc(CNC(=O)c3ccccc3F)o2)cc1
7) CC(=O)OCc1cc2cccc(C)c2[nH]c1=O
8) COc1ccc(-c2cc(-c3nnc(-c4ccncc4)o3)c3ccccc3n2)cc1
9) C#CCCCCCCC#CCN(C)C
10) COc1ccc(C(NC(=O)C2C3C=CC(C3)C2C(=O)O)c2ccccc2)cc1 (stereo unspecified)

Compound,1,2,3,4,5,6,7,8,9,10
tim10-1 inh,2,21,16,3,-20,6,-2,25,15,13
tim23-1 inh,31,12,16,18,0,-1,10,-8,5,-2
TIM10 inh,7,-7,15,-18,-6,-8,7,16,-7,9
NLRP3 yeast inh,16,16,7,20,26,21,-1,11,5,-1
XBP1 UPR activ,1,-2,-2,-5,1,-1,0,3,-2,2
GRIN3A LBD mod,1,0,4,0,0,-7,3,-6,0,-2
Mdm2-MdmX inh,-9,22,1,36,20,11,-27,11,15,14
CHOP UPR activ,2.0,1.0,2.2,1.6,3.6,-0.9,0.1,4.4,0.1,3.7
APJ ag,-3,-3,-2,-4,-3,18,-3,-1,-3,-2

11) O=C(/C=C/c1ccc([N+](=O)[O-])cc1)NCCN1C(=O)S/C(=C\c2ccc(F)cc2)C1=O
12) O=C(Cn1nnc(-c2ccc(Cl)cc2)n1)NCc1ccco1
13) CCN(CC)S(=O)(=O)c1ccc(NC2c3ncccc3C(=O)N2Cc2ccccc2)cc1 (stereo unspecified)
14) O=C(CC1C(=O)NCCN1Cc1ccc(-c2ccccc2)cc1)NCC1CC1 (stereo unspecified)
15) Cc1ccc(NS(=O)(=O)c2ccc(C(=O)N3CCOCC3)cc2)cc1
16) O=S1(=O)CC(NCc2ccccc2)C(Nc2ccc(Cl)cc2)C1 (stereo unspecified)
17) CC(C(=O)N1CCCCC1)N1CCN(S(=O)(=O)c2ccc(Cl)cc2)CC1 (stereo unspecified)
18) COc1ccc(C(=O)NCC(=O)OCC(=O)c2c(C)[nH]c3ccccc23)cc1OC
19) CCCSc1nnc2[nH]c(=O)cc(N)n12
20) CCOC(=O)c1c(-c2ccc(C)o2)csc1NC(=O)CN1CCN(CC)CC1

Compound,11,12,13,14,15,16,17,18,19,20
tim10-1 inh,10,2,5,16,3,21,20,5,-28,17
tim23-1 inh,-22,7,16,15,0,1,9,17,-8,11
TIM10 inh,9,14,12,18,9,15,9,4,-6,0
NLRP3 yeast inh,-9,10,-6,26,8,2,15,2,-2,1
XBP1 UPR activ,14,7,2,1,-2,4,-3,-2,0,-2
GRIN3A LBD mod,0,0,8,0,-1,2,1,0,0,·
Mdm2-MdmX inh,26,-11,-10,14,4,21,1,23,17,-11
CHOP UPR activ,2.4,1.0,-0.2,-1.2,0.3,0.0,0.9,-0.1,0.5,1.6
APJ ag,-2,2,-5,-2,0,-5,-5,-2,-4,0

# Compound profiles, from the list above. Screens in order: tim10-1 inh	tim23-1 inh	TIM10 inh	NLRP3 yeast inh	XBP1 UPR activ	GRIN3A LBD mod	Mdm2-MdmX inh	CHOP UPR activ	APJ ag
# Listed for `CCN(CC)S(=O)(=O)c1ccc(NC2c3ncccc3C(=O)N2Cc2ccccc2)cc1` (stereo unspecified) → 5	16	12	-6	2	8	-10	-0.2	-5
# Listed for `O=S1(=O)CC(NCc2ccccc2)C(Nc2ccc(Cl)cc2)C1` (stereo unspecified) → 21	1	15	2	4	2	21	0.0	-5
# Listed for `COc1ccc(CC(=O)NC(C)c2nnc(SCC(=O)c3ccc(Br)cc3)n2C)cc1` (stereo unspecified) → 16	16	15	7	-2	4	1	2.2	-2
# Listed for `COc1ccc(-c2cc(-c3nnc(-c4ccncc4)o3)c3ccccc3n2)cc1` → 25	-8	16	11	3	-6	11	4.4	-1

# Further entries
21) COc1ccc(CNC(=O)CCc2c(C)nc3cc(-c4ccccc4OC)nn3c2C)cc1
22) CNC(=O)c1ccsc1NC(=O)CS(=O)(=O)c1ccc(Cl)cc1
23) CCc1nnc(NC(=O)CSc2ccc(-c3ccc(C)cc3)nn2)s1
24) Cc1[nH]c2ccccc2c1C(=O)/C=C\c1ccccc1Cl
25) O=C(Cc1ccccc1)N1CCN(S(=O)(=O)c2cccc([N+](=O)[O-])c2)CC1
26) O=C(CSc1nccn1-c1ccc(F)cc1)Nc1ccc2c(c1)OCO2
27) COc1ccc(NC2=Nc3cccc4cccc2c34)cc1
28) Cc1cc(Br)c(NC(=O)COC(=O)CC2CC3CCC2C3)c(Br)c1 (stereo unspecified)
29) N=c1n(CCN2CCCCC2)c2ccccc2n1CC(=O)c1cccs1
30) CC(C)c1nc2oc3c(=O)[nH]cnc3c2c2c1COC(C)(C)C2

Compound,21,22,23,24,25,26,27,28,29,30
tim10-1 inh,-15,-10,10,30,9,3,23,10,-7,-7
tim23-1 inh,-16,33,-3,47,29,19,32,32,0,3
TIM10 inh,0,8,2,43*,10,-1,27,3,-6,-11
NLRP3 yeast inh,11,-9,16,53*,26,30,30,-12,10,7
XBP1 UPR activ,-2,-4,7,7,0,-2,2,-2,-3,2
GRIN3A LBD mod,0,2,1,11*,-1,1,0,-5,-1,-1
Mdm2-MdmX inh,18,20,-1,-58,2,18,-25,18,48,-19
CHOP UPR activ,0.3,-1.6,4.1,5.5,-0.7,-0.9,2.7,0.0,0.3,-1.1
APJ ag,-4,-1,-3,-1,2,-1,-1,-3,-4,-8

31) CN(C)CCCNCC(=O)NN(c1ccccc1)c1ccccc1
32) Cc1ccccc1NS(=O)(=O)c1ccc(-c2ccc(=O)[nH]n2)o1
33) O=C(NC(Nc1ncc(S(=O)(=O)c2ccc([N+](=O)[O-])cc2)s1)(C(F)(F)F)C(F)(F)F)c1ccc(Cl)cc1
34) Cc1cccc(-c2nc(C#N)c(NCC3CCCO3)o2)c1 (stereo unspecified)
35) O=C(CCN1C(=O)C2C3C=CC(C3)C2C1=O)Nc1ccc2c(c1)OCO2 (stereo unspecified)
36) O=C(COC(=O)c1ccc([N+](=O)[O-])o1)Nc1ccc(F)cc1
37) COCC(C)n1c(C)cc(C(=O)COC(=O)c2c(NC(C)=O)sc(C)c2C)c1C (stereo unspecified)
38) Cc1cccn2c(=O)c3cc(C(=O)NCc4ccc(F)cc4)c(=N)n(CC4CCCO4)c3nc12 (stereo unspecified)
39) Cc1ccccc1C(=O)N[C@H](C(=O)OCC(=O)NC1CC1)C(C)C
40) Cn1c(N)c(C(=O)CSc2ncn[nH]2)c(=O)n(C)c1=O

Compound,31,32,33,34,35,36,37,38,39,40
tim10-1 inh,4,8,17,19,-4,-139,13,0,-3,-2
tim23-1 inh,-10,2,18,33,-10,15,8,1,8,0
TIM10 inh,3,5,8,13,-9,-106,2,4,10,-15
NLRP3 yeast inh,1,6,21,19,15,9,4,12,9,-2
XBP1 UPR activ,-1,-1,5,10,-4,-3,-1,-3,-1,-3
GRIN3A LBD mod,0,15*,10,1,2,0,2,0,-2,-1
Mdm2-MdmX inh,-20,-10,97*,-30,8,16,27,17,-17,3
CHOP UPR activ,-0.2,1.8,6.3,8.8,2.6,3.0,-2.8,0.6,1.2,0.6
APJ ag,-6,1,8,-5,-1,-2,4,-4,0,-2

41) CCOc1ccc(-n2c(C)cc(/C=N/NC(=O)C(N)=O)c2C)cc1
42) C/C(=N\NC(=O)c1cc(-c2ccncc2)nc2ccccc12)c1ccc(N2CCOCC2)cc1
43) CC(c1ccccc1)N1CCn2c(nc3cc(NC(=O)c4cccs4)ccc32)C1 (stereo unspecified)
44) COc1ccc(C(=O)N2CCN(c3cccc(Cl)c3)CC2)cc1S(=O)(=O)NC1CC1
45) N=C1/C(=C\c2ccc(OC(=O)c3ccccc3)cc2)C(=O)N=C2SC(N3CCOCC3)=NN12
46) COc1ccc(C(C)NC(=O)c2cccc([N+](=O)[O-])c2)cc1OC (stereo unspecified)
47) O=c1oc2ccccc2n1CSc1nc2ccccc2s1
48) Cn1c2ccccc2c2ncn(Cc3ccc(F)cc3)c(=O)c21
49) CCNc1nc(NCC)n2c(SCC(=O)Nc3ccc(F)cc3)nnc2n1
50) CC1(C)Cc2c(cnn2-c2ccc(F)cc2)C(NC(=O)C(C)(C)O)C1 (stereo unspecified)

Compound,41,42,43,44,45,46,47,48,49,50
tim10-1 inh,-11,8,24,14,7,-1,36,20,4,18
tim23-1 inh,20,-20,53*,13,0,-4,42,11,3,13
TIM10 inh,-3,7,44*,2,11,-3,-6,9,-2,2
NLRP3 yeast inh,12,12,16,5,21,9,9,22,13,12
XBP1 UPR activ,-1,3,4,4,4,-2,3,4,-2,-2
GRIN3A LBD mod,2,-1,-1,0,-9,-2,1,-1,1,-3
Mdm2-MdmX inh,9,-13,8,34,9,23,-136,26,15,18
CHOP UPR activ,-0.1,-1.0,2.5,11,1.6,0.5,7.9,-0.6,0.6,1.9
APJ ag,-2,-5,2,1,-5,-1,-3,2,5,-3

# Along the list, from the results shown.
# NLRP3 yeast inh for nos. 45 to 50, in order: 21, 9, 9, 22, 13, 12

# The main list resumes, starting 2 compounds before the break.
49) CCNc1nc(NCC)n2c(SCC(=O)Nc3ccc(F)cc3)nnc2n1
50) CC1(C)Cc2c(cnn2-c2ccc(F)cc2)C(NC(=O)C(C)(C)O)C1 (stereo unspecified)
51) O=C(NCCOc1ccccc1Cl)c1cc(F)c(F)cc1Cl
52) O=S(=O)(NCc1nnc2ccccn12)c1ccc(F)cc1
53) CCN(CC)C1CCN(c2nc3nonc3nc2NCCOC)C1 (stereo unspecified)
54) CCn1ncc(/C=C/C(=O)Nc2c(C)nn(CC)c2C)c1C

Compound,49,50,51,52,53,54
tim10-1 inh,4,18,28,6,2,5
tim23-1 inh,3,13,21,-5,-1,2
TIM10 inh,-2,2,3,0,4,12
NLRP3 yeast inh,13,12,28,28,3,-1
XBP1 UPR activ,-2,-2,0,0,2,0
GRIN3A LBD mod,1,-3,0,-2,0,2
Mdm2-MdmX inh,15,18,-159,-15,7,-10
CHOP UPR activ,0.6,1.9,3.7,0.6,0.7,0.7
APJ ag,5,-3,-3,-1,-4,-4
